Avidin fluor – avidin bead compound fluorescence profile. Avidin beads, compound fluorescence 488/530 nm, flow cytometry; hits give high values. fluorescence (KMESF) at 10 µM. actives 0.38% (n = 220,000). AID 1775; in the data active = fluorescence above about 47; note: inactives centre near 10
RGS7-Gao – human RGS7-Galphao interaction regulation; P09471; Multiplexed bead flow cytometry, RGS7-Galphao binding; actives lie on both sides; binding response (% of control), % at 10 µM; actives 0.35% (n = 220,000); AID 1439; in the data active = binding response below about 49% or above about 150%; inconclusive = no clear call, values can overlap the other calls; inactive = in between;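 note: fluorescent Galphao held in activated GDP-AlF4 state binding bead-coupled RGS7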
Target sequence (P09471 whole entry, looked up): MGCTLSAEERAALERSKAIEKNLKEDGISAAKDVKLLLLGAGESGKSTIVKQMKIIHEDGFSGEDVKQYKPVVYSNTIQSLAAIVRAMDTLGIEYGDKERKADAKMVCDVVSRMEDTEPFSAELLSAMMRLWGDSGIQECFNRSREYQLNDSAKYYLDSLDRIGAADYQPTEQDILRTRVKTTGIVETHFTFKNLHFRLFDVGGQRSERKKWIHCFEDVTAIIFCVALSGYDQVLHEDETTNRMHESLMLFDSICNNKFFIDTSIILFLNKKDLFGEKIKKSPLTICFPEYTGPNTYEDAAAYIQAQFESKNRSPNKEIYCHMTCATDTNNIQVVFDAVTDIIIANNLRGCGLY
RGS4-Gao reg – human RGS4-Galphao interaction regulation | Multiplexed bead flow cytometry, RGS4-Galphao binding; actives lie on both sides | binding response (% of control), % at 10 µM | actives 0.33% (n = 220,000) | AID 1415; in the data active = binding response below about 49% or above about 150%; inactive = in between;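 note: fluorescent Galphao activated with aluminum fluoride binding bead-coupled RGS4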
Mcl1-Noxa inh – disrupts binding of human Mcl-1 to Noxa peptide; actives 1.5% (n = 220,000); Q07820; TR-FRET Mcl-1/Noxa peptide binding, 2 h; inhibition, % at 21.7 µM;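 active = compounds that cut the protein-peptide binding signal by more than 50% relative to plate controls in a single-dose test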;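 note: His-tagged Mcl-1 with rhodamine Noxa BH3 peptide and terbium anti-His antibody; 0% = Mcl-1 plus Noxa peptide wells and 100% = peptide-only wells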
Target sequence (Q07820 whole entry, looked up): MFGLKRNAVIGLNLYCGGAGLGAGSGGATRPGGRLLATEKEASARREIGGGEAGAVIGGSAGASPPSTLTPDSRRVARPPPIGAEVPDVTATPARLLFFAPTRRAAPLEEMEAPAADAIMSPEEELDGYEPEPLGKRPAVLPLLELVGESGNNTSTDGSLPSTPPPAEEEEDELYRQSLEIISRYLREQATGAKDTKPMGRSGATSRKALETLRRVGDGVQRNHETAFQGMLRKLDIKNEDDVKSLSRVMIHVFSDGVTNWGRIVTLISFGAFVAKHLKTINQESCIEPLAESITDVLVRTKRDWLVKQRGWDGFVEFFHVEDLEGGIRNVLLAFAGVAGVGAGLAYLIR
ABCG2 block – inhibitors of human ABCG2 transporter, ABCB1 counter-screen; Q9UNQ0; IgMXP3 cells, JC-1 efflux, flow cytometry; inhibition, % at 6.6 µM; actives 0.1% (n = 190,000);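 active = inhibition above 80%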;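 note: 0% = DMSO and 100% = nicardipine control wells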
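material = IgMXP3 (ABCG2) plus far-red-tagged CCRF-Adr (ABCB1) cells | amount = 3 million cells/mL, equal mix of both lines | also added = JC-1 transporter substrate | dosing = one concentration, 6.6 µM final | schedule = 10 min at 25 °C | measured by = flow cytometric JC-1 green MFI at 530 nm | read-out basis = percent efflux inhibition, scaled nicardipine 100% to DMSO 0%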
RGS8-Gao – modulates binding of RGS8 to human Galphao; AID 1423; P09471; multiplexed bead flow cytometry; actives lie on both sides; actives 0.34% (n = 220,000); response (percent of control binding), % at 10 µM; in the data active = response below about 60% or above about 140%; inactive = in between;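 note: Galphao activated as the GDP aluminium fluoride complex binding bead-coupled RGS8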
Pf gamet viab – kills late stage P. falciparum gametocytes. P. falciparum stage V gametocytes, ATP luminescence, 24 h. inhibition, % at 10.9 µM. actives 0.065% (n = 150,000). AID 743093;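 active = inhibition above the mean plus 3 SD of compounds within the control limits, set per campaign, cut at about 38% in these data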;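 note: 0% = DMSO wells and 100% = medium only without gametocytes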
GSH bead fluor – GSH bead compound fluorescence profile. GSH beads flow cytometry, compound fluorescence 488/530 nm; hits give high values. fluorescence (KMESF) at 10 µM. actives 0.25% (n = 190,000). AID 1776; in the data active = fluorescence above about 89;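 note: glutathione beads carrying GST-tagged Bcl family fusion proteins plus one bare bead set; values are compound well signal with DMSO vehicle wells as background; inactives centre near 16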
Bim-Mcl-1 – inhibitors of Bim-Mcl-1 interaction, human; AID 1009; Bead-based flow cytometry, Bim peptide-Mcl-1 binding; Q07820; actives 0.1% (n = 190,000); inhibition, % at 10 µM; in the data active = inhibition above about 40%;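 note: 0% = no compound tracer wells and 100% = peptide blocker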
ABCB1 inh – inhibitors of human ABCB1 transporter, ABCG2 counter-screen | CCRF-Adr cells, JC-1 efflux, flow cytometry | inhibition, % at 6.6 µM | actives 0.067% (n = 190,000); in the data active = inhibition above about 40%;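 note: 0% = vehicle and 100% = reference inhibitor; higher value means more JC-1 retained so stronger ABCB1 efflux block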
Mcl1 Bid PPI – Mcl-1/Bid interaction inhibition; Q07820; TR-FRET Mcl-1/Bid-Dy647 peptide binding, 1536-well; inhibition, % at 21.7 µM; actives 0.97% (n = 220,000); AID 1021;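 active = compounds that cut the binding signal by more than half at the single screening dose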;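 note: His-tagged Mcl-1 with europium anti-His antibody binding Bid BH3 peptide; 0% = Mcl-1 plus peptide wells and 100% = peptide-only wells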
An asterisk follows results filed as active; u = inconclusive; x = not tested or not shown.

Short keys – A = Avidin fluor; B = RGS7-Gao; C = RGS4-Gao reg; D = Mcl1-Noxa inh; E = ABCG2 block; F = RGS8-Gao; G = Pf gamet viab; H = GSH bead fluor; I = Bim-Mcl-1; J = ABCB1 inh; K = Mcl1 Bid PPI
Cc1cccc(-n2cc3c(=O)n(C)c(=O)n(C)c3c2)c1
  A: 8 | B: 97 | C: 92 | D: 9 | E: 1 | F: 94 | G: 5 | H: 18 | I: -3 | J: 0.5 | K: -32

O=c1cc(-c2ccc(F)cc2)[nH][nH]1
  A: 3 | B: 99 | C: 98 | D: -3 | E: 0 | F: 100 | G: 10 | H: 10 | I: -3 | J: 0.1 | K: -57

CCOC(=O)C1=C(O)/C(=C\c2ccc(CNC(=O)C(=O)Nc3ccc(C)c(C)c3)o2)N=C1C
  A: 11 | B: 93 | C: 96 | D: 8 | E: 21 | F: 98 | G: x | H: 22 | I: -2 | J: 0.0 | K: -5

Cc1cnc(C(=O)Oc2c(C)ccc(C)c2C)cn1
  A: 14 | B: 97 | C: 102 | D: -4 | E: 3 | F: 101 | G: 27 | H: 14 | I: -1 | J: 2.0 | K: -14

CCCN1Cc2cccc(C(=O)NC(CC(=O)OCC)c3ccc(OCC)c(OC)c3)c2C1=O (centres undefined)
  A: 6 | B: 102 | C: 96 | D: 14 | E: 12 | F: 96 | G: 1 | H: 19 | I: -4 | J: 6.0 | K: -12

Cc1cccc(C)c1NC(=O)COC(=O)CSc1nnc(N)s1
  A: 22 | B: 98 | C: 99 | D: -19 | E: 12 | F: 101 | G: x | H: 10 | I: -7 | J: -0.1 | K: -31

Cc1cc(-c2ccccc2)nc(N2CCN(c3ccccn3)CC2)n1
  A: 15 | B: 100 | C: 101 | D: 4 | E: 2 | F: 109 | G: x | H: 23 | I: -3 | J: 0.1 | K: -1

Cc1ccnc(N2CCC(C(=O)Nc3ccc4c(c3)OCO4)CC2)n1
  A: 7 | B: 105 | C: 102 | D: -10 | E: 2 | F: 106 | G: -7 | H: 6 | I: 2 | J: 0.5 | K: -33

CC(O)Cc1cn([C@@H](CCCCNC(=O)OC(C)(C)C)C(=O)N2CCN(C(=O)OC(C)(C)C)CC2)nn1 (some centres undefined)
  A: 5 | B: 101 | C: 99 | D: -5 | E: 0 | F: 104 | G: x | H: 22 | I: -1 | J: 0.0 | K: 2

COc1ccc(-c2nnc3ccc(SCC(=O)Nc4nccs4)nn23)cc1OC
  A: 13 | B: 97 | C: 100 | D: -1 | E: 1 | F: 100 | G: -7 | H: 16 | I: 0 | J: 0.0 | K: -30

Cc1cc(C(=O)NCC(=O)OCC(=O)NCCc2ccccc2)ccc1[N+](=O)[O-]
  A: 9 | B: 97 | C: 96 | D: 11 | E: 44 | F: 100 | G: -16 | H: 11 | I: 1 | J: 1.9 | K: -23

COc1cc(NS(=O)(=O)c2ccc(Nc3nc(-c4cccc([N+](=O)[O-])c4)cs3)cc2)nc(OC)n1
  A: 4 | B: 99 | C: 96 | D: 39 | E: -3 | F: 100 | G: -2 | H: 19 | I: -1 | J: -1.5 | K: 2

Fc1ccccc1Cn1cnc(NC(=S)NCCc2ccccc2)n1
  A: 10 | B: 98 | C: 97 | D: 15 | E: 1 | F: 98 | G: x | H: 24 | I: -1 | J: 0.2 | K: -21

O=C(Cn1nnc(-c2ccc(Cl)cc2)n1)NCCC1=CCCCC1
  A: 11 | B: 99 | C: 102 | D: -2 | E: 3 | F: 102 | G: 17 | H: 33 | I: -1 | J: -0.3 | K: -9

O=C(Cc1c[nH]c2ccccc12)NCc1ccco1
  A: 9 | B: 96 | C: 102 | D: 14 | E: 1 | F: 100 | G: x | H: 19 | I: 12 | J: 0.4 | K: -48

CCOP(=O)(OCC)C(Nc1ccccc1)c1ccccc1C(F)(F)F (centres undefined)
  A: 15 | B: u | C: 104 | D: 5 | E: x | F: 98 | G: -7 | H: x | I: x | J: x | K: -8

O=c1cc(N2CCN(c3ccccc3)CC2)[nH]c(=O)n1-c1ccccc1Cl
  A: 17 | B: 102 | C: 93 | D: 0 | E: 1 | F: 100 | G: x | H: 6 | I: 1 | J: 0.1 | K: -125

COc1ccccc1NC(=O)/C=C/c1ccc2c(c1)OCO2
  A: 5 | B: 109 | C: 109 | D: 3 | E: 4 | F: 105 | G: -3 | H: 22 | I: 0 | J: 0.5 | K: -36

COc1ccc(-c2nnc(NC(=O)C3CC3)o2)cc1
  A: 25 | B: 105 | C: 106 | D: -3 | E: 11 | F: 106 | G: -8 | H: 11 | I: -2 | J: 0.8 | K: -10

O=C(CSc1nnc2c(n1)[nH]c1ccccc12)OCc1ccccc1
  A: 22 | B: 99 | C: 97 | D: -17 | E: 1 | F: 99 | G: 8 | H: 18 | I: -3 | J: 0.1 | K: 2

CCOC(=O)c1sc(-c2cccc(C(F)(F)F)c2)nc1O
  A: 7 | B: u | C: 97 | D: 14 | E: x | F: 75 | G: 6 | H: x | I: x | J: x | K: -10

COc1ccc(Cc2[nH]n3c(=O)cc(C(C)C)nc3c2-c2ccccc2)cc1
  A: 11 | B: 101 | C: 100 | D: -31 | E: 10 | F: 102 | G: -12 | H: 13 | I: 0 | J: -0.1 | K: -20

CCc1nnc(NC(=O)CSc2nnc(-c3ccoc3C)n2-c2ccccc2)s1
  A: 30 | B: 95 | C: 97 | D: 3 | E: 20 | F: 98 | G: x | H: 21 | I: -3 | J: 0.7 | K: 4

CC(C)Cc1cc(CN2CCC(CO)(Cc3cccc(C(F)(F)F)c3)CC2)[nH]n1
  A: 13 | B: 97 | C: 99 | D: 16 | E: 6 | F: 102 | G: 5 | H: 12 | I: -3 | J: 1.0 | K: 9

Cc1cccc(N=Cc2c(O)cc(C)oc2=O)c1
  A: 10 | B: u | C: 101 | D: 20 | E: 7 | F: 101 | G: x | H: 15 | I: 0 | J: 0.8 | K: -20

COc1cc(SC)ccc1C(=O)N1CCN(c2ccccc2F)CC1
  A: 11 | B: 97 | C: 99 | D: 18 | E: 11 | F: 97 | G: -11 | H: 19 | I: 0 | J: 0.6 | K: -26

c1ccc(-c2nc(NCCCn3ccnc3)c3ccccc3n2)cc1
  A: 25 | B: 100 | C: 100 | D: 10 | E: 7 | F: 100 | G: 10 | H: 6 | I: 1 | J: 0.0 | K: 2

CCc1nnc(NC(=O)CSc2nc3c(cc2C#N)CCC3)s1
  A: 30 | B: 101 | C: 100 | D: -89 | E: 14 | F: 100 | G: x | H: 23 | I: -1 | J: 0.5 | K: -35

Cc1cc2cc(CN(Cc3cccs3)S(=O)(=O)c3ccc4c(c3)OCCO4)c(=O)[nH]c2cc1C
  A: 13 | B: 104 | C: 101 | D: -31 | E: 0 | F: 103 | G: x | H: 16 | I: -6 | J: -0.3 | K: -32

O=C(Cn1cncn1)N/N=C/c1c2ccccc2cc2ccccc12
  A: 25 | B: 101 | C: 99 | D: 19 | E: 0 | F: 108 | G: -9 | H: 9 | I: -4 | J: -0.2 | K: -76

CCn1c(S(=O)(=O)O)nc2ccccc21
  A: 13 | B: u | C: 112 | D: -1 | E: x | F: 109 | G: 2 | H: x | I: x | J: x | K: -4

Cc1nc(NC(=O)c2ccc(-c3cc4ccccc4oc3=O)cc2)ccc1Br
  A: 17 | B: 97 | C: 99 | D: -55 | E: 6 | F: 104 | G: x | H: 9 | I: -2 | J: 0.4 | K: 19

COc1ccc(NC(=S)Nc2ccc(S(N)(=O)=O)cc2)c(OC)c1
  A: 9 | B: 103 | C: 98 | D: -2 | E: 0 | F: 100 | G: 11 | H: 9 | I: -2 | J: 0.3 | K: -17

COc1ccccc1Oc1cc(C#N)c(C#N)cc1-n1nnc2ccccc21
  A: 15 | B: 93 | C: 96 | D: -4 | E: 6 | F: 95 | G: x | H: 30 | I: -6 | J: 0.9 | K: -8

COc1ccccc1-c1noc(-c2ccccc2C(=O)NCc2ccco2)n1
  A: 11 | B: u | C: 97 | D: 5 | E: 6 | F: 101 | G: 15 | H: 18 | I: -2 | J: 2.0 | K: -2

O=C1CCCC2=C1C(c1ccc(O)c(O)c1)c1c(ccc3ncccc13)N2 (centres undefined)
  A: 18 | B: 128 | C: 132 | D: 79* | E: -1 | F: 122 | G: 18 | H: 12 | I: 7 | J: -0.8 | K: -44

Cc1ccc(C)c(NC(=S)NNC(=S)Nc2ccc(C(C)C)cc2)c1
  A: 10 | B: 98 | C: 102 | D: -21 | E: 18 | F: 96 | G: 6 | H: 11 | I: -4 | J: 0.6 | K: -55

CCc1ccccc1NC(=O)c1ccc(-n2c(C)ccc2C)cc1
  A: 12 | B: 104 | C: 98 | D: 8 | E: 2 | F: 103 | G: x | H: 18 | I: 0 | J: 0.4 | K: -76

Cc1ccc(-n2cccn2)c(CN2CCCC(C(=O)c3sccc3C)C2)c1 (centres undefined)
  A: 7 | B: 100 | C: 100 | D: 6 | E: 3 | F: 100 | G: 13 | H: 19 | I: 0 | J: 3.7 | K: -38

O=[N+]([O-])c1cccnc1NCCNc1ncc(C(F)(F)F)cc1Cl
  A: 33 | B: 99 | C: 100 | D: 6 | E: 2 | F: 101 | G: 3 | H: 21 | I: 0 | J: 0.2 | K: 11

Cc1nnsc1-c1c(C(=O)N2CCOCC2)c(C)nn1-c1ccccc1
  A: 9 | B: u | C: 103 | D: 6 | E: x | F: 102 | G: 2 | H: x | I: x | J: x | K: -8

O=C(O)CC1(CC(=O)Nc2ccc3ccccc3n2)CCCCC1
  A: 11 | B: u | C: 111 | D: 3 | E: x | F: 100 | G: -14 | H: x | I: x | J: x | K: -5

CC(SC1=NCCS1)C(=O)Nc1nnc(-c2ccc(Cl)cc2)s1 (centres undefined)
  A: 8 | B: 102 | C: 103 | D: 11 | E: 5 | F: 106 | G: x | H: 27 | I: 0 | J: 0.4 | K: 18

N#C/C(=C\c1ccccc1[N+](=O)[O-])C(=O)NC1CCCCC1
  A: 6 | B: 87 | C: 91 | D: -10 | E: 17 | F: 90 | G: 8 | H: 8 | I: -1 | J: 1.6 | K: 7
